# Screens deposited in PubChem BioAssay by several laboratories.
# KCNK3 inh – human KCNK3 channel inhibition, primary screen; O14649; CHO-KCNK3 thallium flux, FluxOR fluorescence; stronger effect = lower value; B-score at 10 µM; 0.84% of 340,000 active; AID 602410;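 active = B-score under library mean minus 4 SD, starting fluorescence ratio at most library mean plus 5 SD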;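 note: more negative B-score means stronger inhibition of thallium flux through KCNK3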
# DYRK1A inh – blocks rat Dyrk1A kinase activity; inhibition, % at 12.5 µM; AID 504441; 0.43% of 310,000 active; ADP-Glo luminescence, NFATc1 peptide; Q63470; in the data active = inhibition above about 50%;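 note: plate controls were vehicle with enzyme for no effect and no enzyme for full effect; many of its hits are not listed in these tables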
# KCNQ1 pot – potentiates or activates the human KCNQ1 potassium channel; B-score at 10 µM; CHO-K1 KCNQ1, thallium flux FluxOR fluorescence; stronger effect = higher value; P51787; 0.35% of 310,000 active;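 active = fluorescence ratio B-score, a plate-corrected score, at least three library SD, with initial intensity B-score within 5 SD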
#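 Doses: Single concentration per compound, DMSO matched to controls | Test system: KCNQ1-transfected CHO-K1 cells | Timing: 90 min dye loading and 20 min compound exposure, both at room temperature | Measured by: Kinetic FluxOR thallium fluorescence, 10-s 1-Hz baseline, 110-s post-stimulus read | Medium: Assay buffer with matched DMSO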
# KCNK9 block – blocks the human KCNK9 two-pore domain potassium channel; 1.2% of 310,000 active; Q9NPC2; HEK293 KCNK9, FluxOR thallium flux fluorescence; stronger effect = lower value; AID 488922; B-score at 10 µM;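 active = ratio B-score over 3 SD below the library mean, with starting fluorescence within 5 SD of its mean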;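 note: negative B-score means less thallium flux so channel inhibition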
# TRPC4 act – TRPC4 (mouse) channel activation | 0.49% of 310,000 active | HEK293 TRPC4beta/mu-opioid, Fluo4 calcium fluorescence; stronger effect = higher value | B-score at 10 µM | Q9QUQ5;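 active = B-score above 5 SD of library B-scores, and initial fluorescence ratio not above library mean plus 5 SD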;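 note: positive B-score marks a calcium rise read as TRPC4 activation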
# Target sequence (Q9QUQ5 whole entry, looked up): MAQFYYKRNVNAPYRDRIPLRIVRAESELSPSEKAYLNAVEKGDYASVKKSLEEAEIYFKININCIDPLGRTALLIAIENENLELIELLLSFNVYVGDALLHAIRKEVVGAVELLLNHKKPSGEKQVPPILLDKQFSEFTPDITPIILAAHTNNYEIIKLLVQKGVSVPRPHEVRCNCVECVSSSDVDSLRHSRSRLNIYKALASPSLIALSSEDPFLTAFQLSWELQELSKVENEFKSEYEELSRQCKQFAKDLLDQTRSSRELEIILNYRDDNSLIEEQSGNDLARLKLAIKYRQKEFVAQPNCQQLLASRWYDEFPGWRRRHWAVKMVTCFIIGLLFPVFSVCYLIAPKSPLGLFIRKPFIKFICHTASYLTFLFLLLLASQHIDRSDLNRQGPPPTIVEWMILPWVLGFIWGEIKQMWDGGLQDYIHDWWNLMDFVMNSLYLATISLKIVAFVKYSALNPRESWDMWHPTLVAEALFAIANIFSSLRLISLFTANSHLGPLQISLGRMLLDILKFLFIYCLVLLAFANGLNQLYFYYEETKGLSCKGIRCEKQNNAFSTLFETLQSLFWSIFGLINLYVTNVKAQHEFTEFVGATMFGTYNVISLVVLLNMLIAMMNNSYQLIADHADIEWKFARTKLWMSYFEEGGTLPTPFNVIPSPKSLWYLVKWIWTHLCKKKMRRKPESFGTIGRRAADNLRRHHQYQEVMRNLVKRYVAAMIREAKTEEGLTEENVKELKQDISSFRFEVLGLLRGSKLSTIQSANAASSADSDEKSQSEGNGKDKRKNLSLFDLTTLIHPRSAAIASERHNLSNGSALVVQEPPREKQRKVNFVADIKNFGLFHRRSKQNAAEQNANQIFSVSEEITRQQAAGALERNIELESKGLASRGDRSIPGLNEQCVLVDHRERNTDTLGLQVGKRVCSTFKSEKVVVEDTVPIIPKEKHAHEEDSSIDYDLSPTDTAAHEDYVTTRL
#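 Assay system: HEK293 cells stably co-expressing mouse TRPC4beta and mu-opioid receptor / Timing: Fluo4 dye loading 45 min at room temperature, 110 s recording / Signal: Fluo4 calcium-sensitive dye fluorescence, kinetic, 1 Hz baseline / Read-out: integrated baseline-normalised fluorescence ratio, converted to per-well B score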
# KCNQ1 inh – human KCNQ1 channel inhibition; P51787; CHO-K1 KCNQ1, FluxOR thallium flux fluorescence; stronger effect = higher value; B-score at 10 µM; 1.3% of 310,000 active; AID 2642;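 active = compounds whose thallium flux B-score, printed positive for inhibition, exceeds three library SD while starting fluorescence stays within three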;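 note: channel opened by potassium depolarization with thallium stimulus after 20 min compound exposure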
# Platelet DG rel – platelet dense granule release activity; human platelet-rich plasma, SFLLRN dense granule ATP release, luminescence; inhibition, %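 (compounds screened at 7.5 µM in platelet-rich plasma)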; 0.22% of 300,000 active; AID 1663;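 active = mean replicate score, as percent of positive control, at or above 50; inconclusive = mean below 50 but at least one replicate at or above 50; inactive = mean and every replicate below 50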
# TRPC4 potent – TRPC4 (mouse) allosteric potentiation. Q9QUQ5. HEK293 TRPC4beta/mu-opioid, DAMGO EC20, Fluo-4 Ca2+ flux; stronger effect = higher value. 0.42% of 310,000 active. B-score at 10 µM;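 active = B-score of calcium response area above 5 SD of library B-scores, with initial fluorescence ratio within 5 SD of library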;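 note: B-score of integrated fluorescence ratio over time as area under calcium response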
# PolyA inhibitor – yeast polyadenylation inhibition. S. cerevisiae SKY197-pL101 polyadenylation reporter, beta-gal luminescence; efflux-impaired pdr1/pdr3 knockout yeast; score 100 = 6 SD above DMSO. calls only at 12 µM. 0.02% of 300,000 active. AID 1875;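 active = lowest replicate activity score at least 50, where 100 means six control SD above control mean; inconclusive = lowest score under 50 but half or more replicates reach 50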;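 note: yeast exposed to compound for 9 h at 30 °C; higher score means more reporter readthrough which indicates perturbed polyadenylation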
# hERG protect – hERG (human) protection from proarrhythmic block. activation (rescue from dofetilide block), less the hit threshold, % at 10 µM. 0.51% of 310,000 active. Q12809. CHO-hERG, FluxOR thallium flux, dofetilide IC70 present. AID 1511;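 active = activation above the mean of controls blocked by dofetilide plus 5 SD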;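 note: thallium influx through hERG after potassium depolarization seen as dye fluorescence rise; in these data hits start at about 4.7%; inactives centre near -7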
# TRPC4 block – inhibitors of mouse TRPC4 channel; 0.39% of 300,000 active; Q9QUQ5; HEK293 TRPC4beta/mu-opioid, DAMGO-evoked Fluo4 calcium flux; stronger effect = lower value; B-score at 10 µM; AID 2247;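 active = B-score over 3 SD under the library average, no early fluorescence shift, positive overall ratio signal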
#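 Material: HEK293 cells with stable TRPC4beta plus mu-opioid receptor expression / Probe or stimulus: DAMGO in two steps, submaximal then maximal / Compound: single concentration per test compound / Technique: kinetic Fluo4 fluorescence imaging of calcium influx / Read-out: per-well B score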
# Numbers without * were called inactive; i = inactive; u = inconclusive; x = not tested or not shown.
SMILES,KCNK3 inh,DYRK1A inh,KCNQ1 pot,KCNK9 block,TRPC4 act,KCNQ1 inh,Platelet DG rel,TRPC4 potent,PolyA inhibitor,hERG protect,TRPC4 block
O=C(NC1CCS(=O)(=O)C1)c1cccnc1 (configuration not stated),x,x,i,i,i,i,-5,i,i,2,i
CC(C)c1cccc(C(C)C)c1NC(=O)c1ccccc1,i,x,i,i,i,i,-13,i,i,1,i
CC(NC(=S)Nc1ccccc1C(F)(F)F)C1CC2CCC1C2 (configuration not stated),i,1,i,i,i,i,6,i,i,3,i
CNCCCOc1cccc(Oc2ccccc2)c1,i,-1,i,i,i,i,11,10*,i,-2,i
O=S(=O)(N1CCOCC1)N1CCN(c2ccc(F)cc2)CC1,i,-7,i,i,i,i,2,i,i,-2,i
CC(C)Cn1c(SCC(=O)N(C)C2CCS(=O)(=O)C2)nc2cc(Cl)ccc2c1=O (configuration not stated),i,2,i,i,i,i,3,i,i,-5,i
O=C(c1cccnc1)N(c1cc2sc(=O)oc2c2ccccc12)S(=O)(=O)c1ccccc1,i,-6,i,i,i,i,-50,i,i,-15,i
COc1ccc(C(=O)/C=C/Nc2c(C)n(C)n(-c3ccccc3)c2=O)c(OC)c1,i,2,i,i,i,i,11,i,i,-6,i
Cc1cccn2c(=O)c(C=O)c(N3CCC4(CC3)OCCO4)nc12,i,x,i,i,i,i,0,i,i,-5,i
COc1ccc(N2CCN(C(CNC(=O)C(=O)NCc3ccncc3)c3ccco3)CC2)cc1 (configuration not stated),i,1,i,i,i,i,-1,i,i,-16,i
COc1ccc(CCNCC(=O)Nc2ccccc2C(F)(F)F)cc1,i,0,i,i,i,i,-6,i,i,-5,i
O=C(Nc1nc(-c2ccc(Cl)cc2)cs1)C1CCCO1 (configuration not stated),i,-3,i,i,i,i,-2,i,i,-12,i
CCOc1ccc2[nH]c(=O)c(CN(CCO)C(=O)c3ccc(OC)c(OC)c3)cc2c1,i,2,i,i,i,i,2,i,i,-10,i
O=C1NCCN(C(=O)CCc2nnc(-c3ccsc3)o2)C1c1ccc(F)cc1 (configuration not stated),i,-4,i,i,i,i,3,i,i,-10,i
COC(=O)C1CN(C(=O)COc2ccc(Cl)cc2C)c2ccccc2O1 (configuration not stated),i,-4,i,i,i,i,3,i,i,-4,i
Cc1ccc(CN2[C@@H]3c4ccccc4C[C@@H]3OCCS2(=O)=O)cc1,i,1,i,i,i,i,1,i,i,-8,i
COc1ccc(-c2c(C(C)=O)c(C)nc3sc4c(=O)[nH]nnc4c23)cc1,i,12,i,i,i,i,1,i,i,-8,i
CC(C)CC(=O)NC(NC(=O)CC(C)C)c1cccc([N+](=O)[O-])c1,i,-3,i,i,i,i,5,i,i,-4,i
Cc1ccccc1CSCC(=O)NC(=O)NCc1ccco1,i,1,i,i,i,i,4,i,i,-6,i
Cc1noc2c1C(c1ccc(N(C)C)cc1)C1=C(CC(C)(C)CC1=O)N2 (configuration not stated),i,-5,i,i,i,i,7,i,i,-11,i
CC1c2[nH]c3ccccc3c2CCN1C(=O)Nc1ccccc1 (configuration not stated),i,-2,i,i,i,i,6,i,i,-5,i
COc1ccc(/C=N/Nc2ncc(C(F)(F)F)cc2Cl)cc1OC,i,5,i,i,i,i,0,i,i,-6,i
O=C(O)CCSc1nc2ccccc2c(=O)[nH]1,i,13,i,i,i,i,-12,i,i,-7,i
O=C(c1ccc(=O)[nH]n1)N1CCN(S(=O)(=O)c2ccc3ccccc3c2)CC1,i,x,i,i,i,i,36,i,i,-7,i
COC(=O)c1c(NC(=O)CCl)sc(C(=O)N2CCOCC2)c1C,i,-3,i,i,i,i,1,i,i,-4,i
CC1(C)Cc2c(cnn2-c2ccc(F)cc2)C(NC(=O)CN2CCCC2=O)C1 (configuration not stated),i,2,i,i,i,i,-7,i,i,-2,i
O=C(Nc1c(C(=O)N2CCN(c3ccccn3)CC2)oc2ccccc12)c1cccc([N+](=O)[O-])c1,i,6,i,i,i,i,-12,i,i,-7,i
O=C(CSc1nnc(COc2ccc(F)cc2)o1)N1c2ccccc2CCc2ccccc21,i,5,i,-13*,i,i,-4,i,i,-10,i
Cc1ccc(O)c(Nc2nc(-c3ccccc3)nc3ccccc23)c1,i,15,i,i,i,i,10,i,i,1,i
O=C(NC1CCCCC1)C(c1ccccn1)N(C(=O)c1csnn1)C1CC1 (configuration not stated),i,0,i,i,i,i,0,i,i,-5,i
Cc1cc(C(=O)N2CCN(Cc3ccccc3)CC2)ccc1[N+](=O)[O-],i,1,i,i,i,i,-12,i,i,-3,i
CCC(=O)N1N=C(c2ccccc2)CC1c1ccc([N+](=O)[O-])cc1 (configuration not stated),i,2,i,i,i,i,1,i,i,-7,i
Cn1cnnc1SCC(=O)N/N=C/c1ccc(OCC(N)=O)cc1,i,-1,i,i,i,i,-3,i,i,-10,i
CN(C(=O)COC(=O)CCCN1C(=O)c2cccc3cccc(c23)C1=O)C1CCS(=O)(=O)C1 (configuration not stated),i,6,i,i,i,i,8,i,i,-10,i
Cc1ccc(C)c(NC(=O)CCC(=O)NNC(=O)C(c2ccccc2)c2ccccc2)c1,i,-1,i,i,i,i,-2,i,i,-3,i
O=C1CC(/C=C/c2ccc([N+](=O)[O-])cc2)=Nc2ccccc2N1,i,-7,i,i,i,i,9,i,i,-8,i
COc1ccc(N2CCN(C(=O)Cn3nnc(-c4ccccc4N)n3)CC2)cc1,i,6,i,i,i,i,2,i,i,-7,i
CCc1nnc(NS(=O)(=O)c2ccc(NC(=O)c3cccc(OC)c3)cc2)s1,i,1,i,i,i,i,10,i,i,-7,i
N#Cc1ccccc1S(=O)(=O)Nc1ccc2c(c1)C(=O)OC2,i,2,i,i,i,i,12,i,i,-3,i
O=C(NCCCN1CCC(Cc2ccccc2)CC1)c1ccc2nc(N3CCOCC3)sc2c1,i,8,i,i,i,i,10,i,i,-13,i
COC(=O)[C@@H]1C[C@@]2(O)[C@@H](O)[C@@H](O)[C@@H](O)C[C@H]2N1CC(c1ccccc1)c1ccccc1,i,5,i,i,i,i,-3,i,i,-4,i
O=c1c2c3n(c(=S)nc2[nH]n1-c1ccccc1)CCCCC3,i,8,i,i,i,i,-2,i,i,-4,i
CN(C)C(=O)C(=O)c1cccn1-c1ccccc1C#N,i,-7,i,i,i,i,-3,i,i,-2,i
O=c1c2[nH]c3ccc(F)cc3c2ncn1CCC1=CCCCC1,i,-7,i,i,i,i,3,i,i,-11,i
COc1ccccc1OCc1ccc(C(=O)NCCN(C)C)o1,i,13,i,i,i,i,0,i,i,-8,i

# Some of the entries above, set out differently.
Compound	KCNK3 inh	DYRK1A inh	KCNQ1 pot	KCNK9 block	TRPC4 act	KCNQ1 inh	Platelet DG rel	TRPC4 potent	PolyA inhibitor	hERG protect	TRPC4 block
O=c1c2c3n(c(=S)nc2[nH]n1-c1ccccc1)CCCCC3	i	8	i	i	i	i	-2	i	i	-4	i
CCc1nnc(NS(=O)(=O)c2ccc(NC(=O)c3cccc(OC)c3)cc2)s1	i	1	i	i	i	i	10	i	i	-7	i

# The listing continues:
SMILES,KCNK3 inh,DYRK1A inh,KCNQ1 pot,KCNK9 block,TRPC4 act,KCNQ1 inh,Platelet DG rel,TRPC4 potent,PolyA inhibitor,hERG protect,TRPC4 block
COc1ccc(NC(C)=O)cc1NC(=O)CN1CCN(c2ccccn2)CC1,i,2,i,i,i,i,-3,i,i,-2,i
CCOc1ccc(NC(=O)N2CCC(n3nnc4cc(C)ccc43)CC2)cc1,i,-11,i,i,i,i,-1,i,i,-15,i
CCn1c(CNC(=O)C(C)(C)C)nc2ccccc21,i,0,i,i,i,i,-8,i,i,-8,i
O=C(Nc1ccccn1)C1CCCN(c2ncnc3c2nc2n3CCCCC2)C1 (configuration not stated),i,-4,i,i,i,i,0,i,i,-16,i
c1coc(-c2nc(-c3ccncc3)no2)c1,i,-7,i,i,i,i,x,i,i,4,i
COc1ccccc1NC(=O)C1CCCN(c2nc(C)cc(C)n2)C1 (configuration not stated),i,-3,i,i,i,i,-4,i,i,-11,i
CCCCCCCCCSc1n[nH]c(N)n1,i,5,i,i,i,i,-3,i,i,-8,i
COc1cc(/C=N/NC(=O)Cc2ccccc2)ccc1Oc1ccc([N+](=O)[O-])cc1[N+](=O)[O-],i,-1,i,i,i,i,4,i,i,-3,i
CCOc1ccc(C(=S)N2CCCC2)cc1OCC,i,5,i,i,i,i,-2,i,i,-6,i
CC(C)CCNC(=O)C(c1ccco1)N(Cc1cccs1)C(=O)Cn1nnc2ccccc21 (configuration not stated),i,1,i,i,i,i,2,i,i,-8,i
COc1cccc(NC(=O)CSc2nc3ccccc3nc2N2CCOCC2)c1,i,5,i,i,i,i,-3,i,i,-8,i
CC(C)(C)NC(=O)C1CC1(c1ccccc1)c1ccccc1 (configuration not stated),i,-3,i,i,i,i,2,i,i,-11,i
CCOc1ccc(N2C(=O)/C(=C/c3ccco3)N(C)C2=S)cc1,i,4,i,i,i,i,2,i,i,-6,i
CCn1c2c(c(=N)c3ccccc31)CCC2,i,x,i,i,i,i,-3,i,i,-8,i
Cn1c(=O)[nH]c(=O)c2c1ncn2CCN1CCOCC1,i,-7,i,i,i,i,10,i,i,1,i
N#C/C(=C\N1CCOCC1)c1ccccc1,i,-10,i,i,i,i,-1,i,i,1,i
Cc1cc(C)c(NC(=O)CSc2ccc3nnc(CCNC(=O)c4ccccc4)n3n2)c(C)c1,i,3,i,i,i,i,u,i,i,-9,i
COc1cccc(CNC(=O)C(Cc2ccccc2)n2cccc2)c1 (configuration not stated),i,1,i,i,i,i,11,i,i,-14,i

# Record cards, as listed above. Screens in order: KCNK3 inh, DYRK1A inh, KCNQ1 pot, KCNK9 block, TRPC4 act, KCNQ1 inh, Platelet DG rel, TRPC4 potent, PolyA inhibitor, hERG protect, TRPC4 block
# Shown for CCn1c2c(c(=N)c3ccccc31)CCC2 → i, x, i, i, i, i, -3, i, i, -8, i
# Shown for CC(C)CCNC(=O)C(c1ccco1)N(Cc1cccs1)C(=O)Cn1nnc2ccccc21 (configuration not stated) → i, 1, i, i, i, i, 2, i, i, -8, i
# Shown for Cc1cc(C)c(NC(=O)CSc2ccc3nnc(CCNC(=O)c4ccccc4)n3n2)c(C)c1 → i, 3, i, i, i, i, u, i, i, -9, i

# Not all compounds are listed; rates above refer to the full screens.
